# Screening results: PubChem BioAssay, several laboratories
# Tb hexokinase: T. brucei hexokinase 1 inhibition | recombinant TbHK1, G6PDH-coupled NADH A340 | AID 1430 | inhibition, % at 10 µM | 220,000 compounds, 0.11% hits;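 active means inhibition of 50% or more in the single-dose primary screen; inactive means inhibition below 50%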
# PPC-1+TRAIL kill: PPC-1 cancer cell killing with TRAIL present; PPC-1 cells + TRAIL, ATPLite viability luminescence; cell killing (% activity), % at 4 µM; 220,000 compounds, 0.41% hits; AID 1443;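 active means cell killing above 50% in the first pass at 4 µM, then a duplicate retest at 5 µM averaging 50% or more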;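 further: plate controls were cells with TRAIL plus DMSO for no effect and medium-only wells lacking cells for full effect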
# EBV gp42 block: EBV gp42 inhibition | Fluorescence polarization binding assay, mP read-out | inhibition, % (tested at 21.74 µM) | 220,000 compounds, 0.42% hits; in the data active means inhibition above about 50%
# Target sequence (Q1HVG2 whole entry, looked up): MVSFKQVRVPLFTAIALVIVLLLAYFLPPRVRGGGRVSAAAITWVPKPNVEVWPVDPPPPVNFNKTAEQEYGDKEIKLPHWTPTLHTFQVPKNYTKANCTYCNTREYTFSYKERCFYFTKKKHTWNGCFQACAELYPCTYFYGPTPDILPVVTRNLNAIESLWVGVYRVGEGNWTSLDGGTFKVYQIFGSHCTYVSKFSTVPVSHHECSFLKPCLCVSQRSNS
# Calpain2 inh: inhibitors of pig calpain II; 220,000 compounds, 0.37% hits; purified calpain II, fluorogenic peptide substrate, 30 min; inhibition, % at 16 µM; AID 1236;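 active means inhibition above about 50%, limit read from the data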
# TRPML3 agonist: human mucolipin-3 channel agonism. Q8TDD5. HEK293 TRPML3-YFP, Fluo-8 calcium fluorescence; 100% = the carbachol control signal. activation, % at 3 µM. 220,000 compounds, 0.29% hits. AID 1448;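 active means activation above its plate's cutoff, the mean activation of the plate's test wells plus 3 SD, cut at about 12% in these data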;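 further: 0% = DMSO only wells and 100% = carbachol wells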
#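 system = HEK293 cells stably carrying human TRPML3-YFP | doses = one concentration, 3 µM nominal, 0.3% DMSO | timing = dye loading 1 h 37 °C then 30 min ambient, 125 s read | detection = Fluo-8 calcium dye fluorescence, ex 470-495, em 515-575 nm | benchmarks = high control carbachol 87 µM, low control DMSO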
# TRPN1 ag: activates the zebrafish TRPN1 channel | HEK293 zebrafish TRPN1-YFP, Fluo-8 calcium fluorescence; 100% = response to 87 µM carbachol | activation, % at 3 µM | 220,000 compounds, 0.18% hits;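 active means activation above its plate's cutoff, the mean activation of test wells on that plate plus 3 SD, cut at about 19% in these data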;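 further: 0% = DMSO alone and 100% = 87 µM carbachol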
#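 Assay system: Zebrafish TRPN1-YFP in HEK293 cells | Incubation: Dye loading 1 h at 37 °C, then 30 min room temperature | Measured by: Kinetic Fluo-8 fluorescence, ex 470-495, em 515-575 nm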
# Furin inh: human furin inhibition. AID 463115. purified furin, fluorogenic substrate cleavage. 220,000 compounds, 0.061% hits. inhibition, % at 30 µM. P09958; in the data active means inhibition above about 25%; further: inactives centre near -15
# Target sequence (P09958 108-714 limits assumed): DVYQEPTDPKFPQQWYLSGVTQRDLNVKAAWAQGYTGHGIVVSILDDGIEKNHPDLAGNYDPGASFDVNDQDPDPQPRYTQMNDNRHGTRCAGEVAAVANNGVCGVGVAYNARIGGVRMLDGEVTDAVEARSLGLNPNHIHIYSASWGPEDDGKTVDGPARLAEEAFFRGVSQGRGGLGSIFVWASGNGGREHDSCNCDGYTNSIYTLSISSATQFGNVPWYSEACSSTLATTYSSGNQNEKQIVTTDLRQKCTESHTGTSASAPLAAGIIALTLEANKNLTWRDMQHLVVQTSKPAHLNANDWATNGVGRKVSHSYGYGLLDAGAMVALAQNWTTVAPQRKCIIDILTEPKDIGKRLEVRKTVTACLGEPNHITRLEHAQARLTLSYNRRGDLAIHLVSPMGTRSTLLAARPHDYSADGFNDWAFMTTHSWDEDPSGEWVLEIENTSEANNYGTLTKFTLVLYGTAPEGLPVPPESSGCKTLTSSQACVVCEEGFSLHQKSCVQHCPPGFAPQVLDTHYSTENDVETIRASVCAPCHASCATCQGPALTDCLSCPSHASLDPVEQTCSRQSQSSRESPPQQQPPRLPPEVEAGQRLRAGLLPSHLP
# Cl transport mod: modulators of human KCC2 chloride dependent transport; Q9H2X9; KCC2 cells, thallium flux FluoZin-2 fluorescence; B-score of Tl+ flux slope (higher = more flux/activation; lower = inhibition) at 10 µM; 190,000 compounds, 2.2% hits; AID 1456;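 active means thallium flux slope and its plate-corrected score both differing from the plate sample mean at a set confidence after two filtering rounds, in either direction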;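 further: slope of fluorescence scaled to starting intensity during 10 to 20 s after thallium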
# thrombin 1536: thrombin (human) inhibition. P00734. alpha-thrombin, Boc-VPR-AMC fluorogenic substrate cleavage. inhibition, % at 5 µM. 220,000 compounds, 0.26% hits;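 active means inhibition at or above 40%; inactive means inhibition below 40%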;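 further: 0% = enzyme with no compound and 100% = wells without enzyme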
#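 Test system: human alpha-thrombin protein / Dosing: one concentration per compound, 5 µM, with 0.2% DMSO / Medium: pH 7.5 Tris-saline with Tween 20 / Benchmarks: no-compound enzyme wells and no-enzyme blanks / Read-out basis: percent inhibition of thrombin substrate cleavage / Timing: reaction at room temperature / Measured by: fluorescence, ex 355 nm, em 460 nm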
# * marks the source's active call; other numbers are inactive results; . = not tested or not shown; [ ] = remark or other dose.
SMILES,Tb hexokinase,PPC-1+TRAIL kill,EBV gp42 block,Calpain2 inh,TRPML3 agonist,TRPN1 ag,Furin inh,Cl transport mod,thrombin 1536
Cc1ccc(/C=N/N2CCN(c3ccccc3)CC2)cc1,-6,-5,5,-27,0.6,1.5,-34,0.3,-5
O=C(/C=C/c1ccco1)N1CCCC(c2ccccc2)C1 (centres undefined),-2,1,-13,-133,-0.5,0.4,-18,.,-8
O=C(NCCSc1c[nH]c2ccccc12)c1ccc(Br)o1,-1,-8,-4,-11,-1.1,-2.2,-18,-0.85,-11
O=C(CNCc1cccs1)NC12CC3CC(CC(C3)C1)C2,1,0,-14,4,0.0,-0.8,-18,.,-3
Cn1c(=O)cc(SCC(=O)NCC2COc3ccccc3O2)c2ccccc21 (centres undefined),-9,20,-6,21,-0.7,-0.8,-19,-2.6,1
COC(=O)c1ccc(N2C(=O)C3CC(C)=C(C)CC3C2=O)cc1 (centres undefined),7,24,-5,59*,-0.4,0.8,-16,.,4
Cc1ccc(OCC(=O)N/N=C/c2ccncc2)cc1,0,1,-3,-4,0.6,1.5,-19[20 µM],-0.002,-8
COc1ccc(CCNS(=O)(=O)c2cnc(Cl)c(Br)c2)cc1OC,-5,13,-9,24,0.2,-0.6,-19,0.17,-4
COc1ccc2cc(CN(CC3CCCO3)C(=S)Nc3ccccc3)c(=O)[nH]c2c1 (centres undefined),-22,4,-6,-55,0.1,0.1,-23,0.047,0
O=C(NC(=S)Nc1ccc2c(c1)OCCO2)c1cccc2ccccc12,-11,-7,8,-19,-0.3,-0.5,-22,11*,-5
Cc1nc(NCCN2CCOCC2)c2nnn(Cc3ccccc3Cl)c2n1,-6,18,-12,-14,0.2,2.0,-13,0.12,-14
O=C(/C=C/c1ccccc1)NC(=S)N1CCSCC1,-5,-10,-17,-3,0.9,0.9,-29,9.7*,1
CCN(CC)C1=NC=CC(c2ccccc2)=CC1C (centres undefined),2,13,-15,-13,1.1,-0.8,-13,0.17,-1
COc1cc(NC(=S)NCc2ccc(S(N)(=O)=O)cc2)c(OC)cc1Cl,1,6,-2,-2,0.3,1.8,-17,1.9,-4
COc1ccc(C(=O)NCCN2CCOCC2)cc1OC,2,7,-27,-16,1.1,0.4,30*[20 µM],-0.85,-4
O=C(Nc1ccccc1)N(Cc1ccccc1)C1=NCCS1,-1,-4,-20,9,-0.5,-1.6,-24[20 µM],0.6,-12
CC1CCN(C(=O)c2cc3ccccc3c(=O)o2)CC1,-9,14,-8,-4,0.9,1.4,8,1.2,1
Fc1ccc(NC(=S)N2CCN(c3cccc(C(F)(F)F)c3)CC2)cc1,0,-6,-2,29,1.1,0.5,-18,-0.69,1
O=C(Cn1nc(-c2ccccc2)c2ccccc2c1=O)Nc1ccc(O)cc1,-10,12,-4,-13,-0.4,1.6,-22,1.3,3
CCN(CC)c1ccc(/C=N/NC(=S)NCc2ccccc2)c(O)c1,-3,7,0,-68,-0.3,-0.8,-22,1.8,-6
C#CCOCCOCCOCCNc1nc(N2CCN(C(=O)C(Cc3ccc(O)cc3)n3cc(C(N)C(C)CC)nn3)CC2)nc(N2CCN(C(=O)C(Cc3ccc(O)cc3)n3cc(C(N)C(C)CC)nn3)CC2)n1 (centres undefined),2,10,-5,-15,0.8,-0.6,-21,0.017,-6
Cc1nc(N2CCN(Cc3ccc4c(c3)OCO4)CC2)c2cc(-c3ccccc3)sc2n1,-12,16,-14,-51,0.6,-0.7,-17,-0.34,-5
Cc1nnc(SCC(=O)Nc2ccc(Cl)cn2)n1Cc1ccccc1,5,1,3,-19,0.2,1.0,-29,-0.81,-2
CCOC(=O)CCc1nn(C)c(=O)c2ccccc12,3,22,4,22,0.2,1.9,-9,-0.024,-4
O=C(CSc1nnc2sc3ccccc3n12)NCc1ccc2c(c1)OCO2,-11,17,-16,15,.,.,-5,0.52,-3
O=C(c1ccc(Cn2c(=S)[nH]c3ccc(N4CCOCC4)cc3c2=O)cc1)N1CCN(c2ccc(F)cc2)CC1,-28,15,-14,-161,0.5,0.7,-15,-0.51,0
O=C(Nc1cccc(F)c1)N1CCCC(CNS(=O)(=O)Cc2ccccc2)C1 (centres undefined),0,14,-12,-20,0.7,1.7,-15,-1.6,-3
CC(=O)c1sc(N/N=C\c2ccc(C)cc2)nc1C,-15,14,-2,-21,0.2,-3.1,-8,-1.1,-12
O=C(CCNC(=O)Cn1cnc2ccccc2c1=O)NCCC1=CCCCC1,-2,-2,-24,-2,0.3,0.4,-27,-0.87,-5
COc1cccc(/C=N/n2c(N)c(S(=O)(=O)c3cccs3)c3nc4ccccc4nc32)c1OC,-16,10,3,-178,1.3,1.0,-16[20 µM],-0.041,18

# At a glance, part of the list above:
SMILES,Tb hexokinase,PPC-1+TRAIL kill,EBV gp42 block,Calpain2 inh,TRPML3 agonist,TRPN1 ag,Furin inh,Cl transport mod,thrombin 1536
Cc1ccc(/C=N/N2CCN(c3ccccc3)CC2)cc1,-6,-5,5,-27,0.6,1.5,-34,0.3,-5
O=C(/C=C/c1ccco1)N1CCCC(c2ccccc2)C1 (centres undefined),-2,1,-13,-133,-0.5,0.4,-18,.,-8

# Later entries
SMILES,Tb hexokinase,PPC-1+TRAIL kill,EBV gp42 block,Calpain2 inh,TRPML3 agonist,TRPN1 ag,Furin inh,Cl transport mod,thrombin 1536
CC1CCc2nc3ccc(S(=O)(=O)N4CCC(C(=O)N5CCCCC5)CC4)cc3c(C(=O)O)c2C1 (centres undefined),-5,1,-1,-7,0.8,1.6,-15,.,-2
Cc1ccc(S(=O)(=O)Nc2cc3c(C(=O)Nc4ccccc4)c(C)oc3c3ccccc23)cc1,-7,16,45,-34,0.2,0.4,-5,0.053,1
CS(=O)(=O)N1CCN(c2ccccc2NC(=O)c2ccc(Cl)cc2)CC1,-6,16,-18,4,0.1,-0.3,-15[20 µM],-0.73,-5
C=CCSc1nnc(NC(=O)COc2ccccc2)s1,8,3,3,10,0.3,0.0,1,-0.19,-7
CCCN1C(=O)/C(=C/c2ccc3c(c2)OCO3)NC1=S,-8,.,0,17,0.6,2.1,-17,45*,3
Cc1cc(OCC[N+]2(C)CCCCC2)nc2ccccc12,0,16,-53,-33,0.5,0.0,-22[20 µM],.,-4
Cc1ccc(-c2cc(C(=O)NCc3cnn(C)c3)c3cc(Br)ccc3n2)cc1,-1,22,-11,-9,0.7,0.2,-16,-0.21,-4
Cc1nn(C(=O)c2ccco2)c(C)c1CN1C(=O)c2ccccc2C1=O,3,-10,-3,29,0.5,0.4,-16[20 µM],-0.32,0
Cc1nc(NCC2CCCO2)nc2c1C(=O)CC(C)(C)C2 (centres undefined),31,36,-14,-9,0.5,0.2,-2,0.091,-9
CCN(CC)S(=O)(=O)c1cc(NS(=O)(=O)c2cccc(Cl)c2Cl)ccc1C,4,25,2,2,-0.2,-2.5,-21,-1.8,-4
Cc1ccc(-c2nsc(SCC(=O)Nc3ccc4c(c3)OCO4)n2)cc1,9,-10,-13,7,0.7,0.5,-7,0.12,-7
C#CCSc1cc(C(F)(F)F)nc(-c2ccccn2)n1,1,16,-11,11,0.6,-1.3,-24,-0.17,0
COc1ccc(NC(=O)OC(C)C)cc1,5,20,-4,4,0.1,0.0,-1[20 µM],0.43,-7
COc1ccc(/C=C2\CCCC3C2=NN(C(=O)CSc2ncn[nH]2)C3c2ccc(OC)cc2)cc1 (centres undefined),14,-6,1,-89,0.8,0.7,4,0.86,-9
COc1ccc(Oc2nc(C)nc3c2oc2ccccc23)cc1,-13,-15,15,-21,2.6,5.0,-16,.,10
O=C(/C=C/C=C/c1ccccc1)CC1(O)C(=O)N(CCc2ccccc2)c2ccccc21 (centres undefined),-18,3,-2,-11,-0.3,0.0,11[20 µM],0.39,-12
N#Cc1c(NC(=O)CSc2ncn[nH]2)sc2c1CCCC2,-11,2,6,-9,0.5,-0.2,-24[20 µM],.,1
CCOC(=O)c1c(NC(=O)OC)sc2c1CCC2,5,6,-9,14,0.1,-1.1,-20[20 µM],-1,3
Cc1cccc(OC2(c3ccccc3)OC(=O)c3ccccc32)c1C (centres undefined),6,4,-4,44,-0.6,-1.4,-8[20 µM],-0.88,4
O=C(NCCN1CCCC1)c1cc(-c2ccncc2)nc2ccc(S(=O)(=O)N3CCOCC3)cc12,-12,7,-14,-1,0.5,-0.2,-16,0.11,-4
COc1ccccc1C1C(C#N)=C(N)Oc2c1c(-c1ccccc1)nn2-c1ccccc1 (centres undefined),-6,-3,9,-38,0.7,1.0,-7,-0.2,-4
CC(NC(=O)c1ccccc1)C(=O)N/N=C/c1ccccc1 (centres undefined),-8,2,-10,2,0.3,-0.5,-3,-2,-5
Cc1cccc(NC(=O)CSc2nnc(NC(=O)c3ccc(S(=O)(=O)N4CCOCC4)cc3)s2)c1C,9,33,-15,-10,0.2,-0.4,-21,-0.92,-15
CNC(=S)N(CCc1ccc(S(N)(=O)=O)cc1)C1CC(=O)N(c2ccccc2F)C1=O (centres undefined),-3,8,8,-4,1.4,1.4,-24,.,-9
Cc1ccnc(N2CCC(C(=O)NNC(=O)c3ccccc3)CC2)n1,-9,-1,-3,-20,0.1,1.2,-18,0.56,-4
COc1ccc(NC(=O)CSc2ncccc2C(=O)OC(C)C)cc1OC,-6,2,-6,22,1.8,4.4,-16[20 µM],-1.5,4
COC(=O)c1c(NC(=O)C2COc3ccccc3O2)sc2c1CCN(C(C)=O)C2 (centres undefined),-8,28,-2,-37,0.5,1.7,0,0.52,-4
O=C(O)c1cc2c(ccc3ccccc32)[nH]1,-15,0,-19,-18,0.7,0.4,-24[20 µM],0.77,-3
O=C(CN1C(=O)CCS(=O)(=O)c2ccccc21)Nc1cccc(Cl)c1,-4,27,-6,-18,0.6,1.3,-19[20 µM],-0.35,2
CC1=C(C#N)C(=O)NC(=O)/C1=C\c1ccc(-c2cc(C)c(C)cc2[N+](=O)[O-])o1,-4,7,40,35,0.5,1.3,-3,-0.69,2

# Looked up above.
# Cc1cccc(OC2(c3ccccc3)OC(=O)c3ccccc32)c1C (centres undefined) @ Calpain2 inh = 44
# CNC(=S)N(CCc1ccc(S(N)(=O)=O)cc1)C1CC(=O)N(c2ccccc2F)C1=O (centres undefined) @ EBV gp42 block = 8

# Part of the list above, reduced to Calpain2 inh, TRPML3 agonist and Tb hexokinase.
canonical_smiles	Calpain2 inh	TRPML3 agonist	Tb hexokinase
CNC(=S)N(CCc1ccc(S(N)(=O)=O)cc1)C1CC(=O)N(c2ccccc2F)C1=O (centres undefined)	-4	1.4	-3
Cc1ccnc(N2CCC(C(=O)NNC(=O)c3ccccc3)CC2)n1	-20	0.1	-9

# Additional records.
SMILES,Tb hexokinase,PPC-1+TRAIL kill,EBV gp42 block,Calpain2 inh,TRPML3 agonist,TRPN1 ag,Furin inh,Cl transport mod,thrombin 1536
Cn1c(=O)c2c(nc(SCCN3CCCCC3)n2Cc2ccc(Cl)cc2)n(C)c1=O,10,-6,.,.,1.9,-0.5,-12,.,-5
COc1ccc(N2CCN(C(=O)COCC(=O)O)CC2)cc1,-4,-2,2,-12,-0.1,-0.3,-20,0.82,-3
O=C(c1cccc(C(F)(F)F)c1)C1CCCN(C(=O)CCn2cnnn2)C1 (centres undefined),-8,-14,-5,3,0.0,1.4,-15,-0.57,-2
O=C(NNS(=O)(=O)c1ccccc1)c1cnn(-c2ccccc2)c1-n1cccc1,4,14,-13,16,0.2,-0.6,-9[20 µM],.,-3
Cc1ccccc1Nc1c(-c2ccncc2)nc2ccc(Cl)cn12,-5,2,0,-22,0.4,-0.8,-16,-0.18,-13
CCC(=O)Nc1nc2ccc3nc(C)sc3c2s1,-4,4,-16,-10,-0.1,-0.3,-20,.,-1
